Compound activity deposited in PubChem by National Center for Advancing Translational Sciences (NCATS).
WRN helicase inh = qHTS for Inhibitors of WRN Helicase; Bifunctional 3'-5' exonuclease/ATP-dependent helicase WRN (Homo sapiens), Q14191; WRN helicase unwinding, fluorescent forked duplex, kinetic; Potency, µM (series often up to 114 µM), for the others: at the top dose activity change, negative = inhibition, actives largely listed as inhibitors; 360,000 compounds, 0.46% hits; also: potency is read from the fitted curve at half-maximal effect; % is scaled to controls: 0 for no effect and ±100 for the full control effect; nearly all actives have a fitted effect of over 55% in size
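Enzyme (20 nM final) and test compound sit together 15 min at room temperature before substrate addition. Substrate is a single-forked duplex oligonucleotide (100 nM) labelled with fluorophore and quencher, with 2 mM ATP; helicase unwinding raises red fluorescence, read kinetically.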
GLP-1R inv ag = qHTS of GLP-1 Receptor Inverse Agonists (Inhibition Mode) | Glucagon-like peptide 1 receptor (Homo sapiens), P43220 | HEK293 GLP-1R CRE-luciferase, luminescence, 24 h; GLP-1R form is constitutively active | Potency, µM (titrated, usually from 38.3 µM), inactives show at the top dose activity change, negative = inhibition, usual class: inhibitors | 410,000 compounds, 1.6% hits; also: potency is read from the fitted curve at half-maximal effect; % is scaled to controls: 0 for no effect and ±100 for the full control effect; nearly all actives have a fitted effect of over 55% in size
Target sequence (P43220 whole entry, looked up): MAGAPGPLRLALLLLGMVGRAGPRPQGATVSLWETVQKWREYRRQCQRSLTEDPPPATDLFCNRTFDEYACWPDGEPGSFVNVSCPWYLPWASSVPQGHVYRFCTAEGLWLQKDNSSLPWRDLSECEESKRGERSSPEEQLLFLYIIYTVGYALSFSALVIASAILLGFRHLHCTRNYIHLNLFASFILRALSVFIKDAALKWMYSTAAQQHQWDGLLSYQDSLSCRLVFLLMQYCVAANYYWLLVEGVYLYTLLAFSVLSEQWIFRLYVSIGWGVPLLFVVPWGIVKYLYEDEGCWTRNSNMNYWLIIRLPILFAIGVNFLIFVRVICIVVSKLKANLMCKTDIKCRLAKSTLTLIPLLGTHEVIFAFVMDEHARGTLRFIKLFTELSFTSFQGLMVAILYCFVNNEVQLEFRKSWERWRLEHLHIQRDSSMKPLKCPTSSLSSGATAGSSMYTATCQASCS
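Constitutively active GLP-1R drives a cAMP-responsive luciferase in stably transfected HEK293 cells; test compounds are added after overnight (12 h) attachment and left 24 hr, and signal loss in luminescence marks inhibition.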
PLK1 PBD block = qHTS for Inhibitors of PLK1-PDB (polo-like kinase 1 - polo-box domain): Primary Screen. Potency, µM, without a hit: max response, negative = inhibition, most hits filed as inhibitors. AID 720504, 2013. 360,000 compounds, 2.8% hits. Plk1 PBD binding of FITC phosphopeptide, fluorescence polarization. Serine/threonine-protein kinase PLK1 (Homo sapiens), P53350; also: potency is read from the fitted curve at half-maximal effect; series mostly up to about 57 µM; % is scaled to controls: 0 for no effect and ±100 for the full control effect; nearly all actives have a fitted effect of over 65% in size
PI5P4Ka inh = qHTS for Inhibitors of phosphatidylinositol 5-phosphate 4-kinase (PI5P4K); max response, %; Phosphatidylinositol 5-phosphate 4-kinase type-2 alpha (Homo sapiens), P48426; 330,000 compounds, 1.2% hits; AID 652105, 2013; PI5P4Kalpha enzyme, ADP-Glo luminescence, 60 min; hits give low values; active = max response of -50% or lower; inconclusive = between -30% and -50%; inactive = -30% or higher; also: value at the top dose of about 77 µM; % is scaled to controls: 0 for no effect and ±100 for the full control effect
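Enzyme plus substrate dispensed, test compounds pinned in, then ATP (5 microM final) added. After 60 min at RT, ADP-Glo reagent 1 for 45 min and reagent 2 for 30 min preceded luminescence imaging.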
D3 ag = qHTS of D3 Dopamine Receptor Agonist: qHTS; D(3) dopamine receptor (Homo sapiens), P35462; D3R DiscoveRx beta-arrestin cells, luminescence, 90 min; max activation, %; 410,000 compounds, 0.58% hits; AID 652048, 2013; in the data active = max activation above about 30%; also: 0% is about no effect; mostly tested at two doses, the higher about 12 µM
Target sequence (P35462 whole entry, looked up): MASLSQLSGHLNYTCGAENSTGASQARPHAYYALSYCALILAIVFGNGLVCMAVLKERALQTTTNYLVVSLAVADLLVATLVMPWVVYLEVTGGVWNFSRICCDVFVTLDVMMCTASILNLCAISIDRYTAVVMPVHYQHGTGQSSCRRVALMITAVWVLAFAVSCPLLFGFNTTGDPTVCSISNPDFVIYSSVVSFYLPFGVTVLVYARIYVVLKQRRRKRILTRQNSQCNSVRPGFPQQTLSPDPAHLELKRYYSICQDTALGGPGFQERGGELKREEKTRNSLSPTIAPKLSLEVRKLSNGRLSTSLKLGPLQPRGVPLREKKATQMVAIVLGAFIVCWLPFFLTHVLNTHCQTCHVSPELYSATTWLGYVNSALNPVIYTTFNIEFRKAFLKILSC
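Agonist-mode cell screen: cells plated at 1500/well and incubated overnight at 37 °C, then exposed to library compounds for 90 min at 37 °C. Detection reagent was added for 30–60 min at room temperature, and luminescence was read.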
GLP-1R agonist = qHTS of GLP-1 Receptor Agonists; Glucagon-like peptide 1 receptor (Homo sapiens), P43220; HEK293 GLP-1R CRE-luciferase, luminescence, 4-6 h; cells express a hypersensitive GLP-1R form; Potency, µM (top dose mostly 45.6 µM), inactives show at the top dose activation, usual class: activators; 380,000 compounds, 0.007% hits; AID 624172, 2012; also: potency is read from the fitted curve at half-maximal effect; % of control where 0% means no effect
IL2 activator = qHTS of IL-2 Activators; IL-2 activation reporter assay, cell-based qHTS; stimulated with anti-CD3/CD4/CD28 beads; in transgenic mouse T cells; activation, % (series mostly up to about 46 µM); 360,000 compounds, 0.065% hits; in the data active = activation above about 50%; inconclusive = mostly about 30% to 49%; also: 0% is about no effect
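Quantitative HTS in unstimulated transgenic mouse T cells, with memory T cells as non-tolerant control and PMA/ionomycin as tolerance-bypass control. Compound pretreatment lasted 60 minutes before 18 h bead stimulation; EGFP/DsRed fluorescence read.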
GLP1R cytotox = qHTS of GLP-1 Receptor Inverse Agonists: Cytotox Screen; HEK293 cAMP-luciferase reporter cells, luminescence, 24 h; Potency, µM (titrated, usually from 38.3 µM), for inactives: at the top dose activity change, negative = inhibition, actives largely listed as inhibitors; 410,000 compounds, 0.13% hits;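 also: loss of luciferase light is scored as toxicity; potency is read from the fitted curve at half-maximal effect; % is scaled to controls: 0 for no effect and ±100 for the full control effect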
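Quantitative HTS format, 1536 wells, 200 cells/uL seeded. Compounds: 23 nL, 24 h, 37 °C. Detection: luciferase reagent, luminescence at 12 min RT; decreased signal taken as cytotoxic.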
DRD3 antagonist = qHTS of D3 Dopamine Receptor Antagonist: qHTS | max response, negative = inhibition, % | D(3) dopamine receptor (Homo sapiens), P35462 | D3R cells, DiscoveRx beta-arrestin luminescence, antagonist mode; hits give low values | 360,000 compounds, 2.5% hits; in the data active = max response below about -50%; inconclusive = no clear call, values can overlap the other calls; also: % is scaled to controls: 0 for no effect and ±100 for the full control effect; mostly tested at two doses, the higher about 12 µM
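Cells expressing the human receptor were seeded at 1500 cells/well, incubated overnight at 37 degrees C in 5% CO2, then exposed to library compounds with dopamine controls for 90 minutes at 37 degrees C before luminescent detection.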
An asterisk follows results filed as active; ? = inconclusive; . = not tested or not shown; & = joins results of further samples; [ ] = another dose, or the depositor's remark. Unless noted, calls follow the shape of the dose curve; as a rule, active = well fitted curve in the direction sought with a large enough effect; inconclusive = small, poorly fitted or top-dose-only effect, or another doubt; inactive = no such curve, though single readings can be large; an effect the other way counts as inactive or inconclusive.

SMILES | WRN helicase inh | GLP-1R inv ag | PLK1 PBD block | PI5P4Ka inh | D3 ag | GLP-1R agonist | IL2 activator | GLP1R cytotox | DRD3 antagonist
O=C(NC(=S)Nc1cc(Cl)ccc1N1CCOCC1)c1ccccc1[N+](=O)[O-] | -15.4% | ? | -23.7% | -2.2 | -20.5 | 19.0% | -4.2 | ? | -9.0
COc1ccccc1-n1cc(-c2ccccc2)c2c(=S)nc[nH]c21 | 4.7% | -2.4% | -9.2% | -2.7 | 0.7 | 3.0% | -0.5 | 0.0% | ?
CC1(C)CC(N2CN(C3CCCCC3)CC2=O)CC(C)(C)N1 | -0.9% | -4.1% | -2.7% | 3.3 | 4.5 | -0.2% | 0.3 | 15.3% | ?
CN(Cc1ccccc1)S(=O)(=O)c1ccc2c(c1)CCC(=O)N2 | -2.9% | 15.7% | -6.1% | -9.3 | -18.5 | 4.5% | 1.0 | -2.2% | 7.1
CCN(CC)C(=O)CSc1nnc(-c2cccc(OC)c2)o1 | -1.8% | -4.9% | 0.8% | . | 8.9 | 13.2% | -0.1 | 9.2% | 11.1
COc1ccc(/C=N\NC(=O)c2ccccc2F)cc1COc1ccc(F)cc1 | -9.7% | -4.6% | -12.4% | -0.4 | 2.2 | 10.1% | -4.2 | -14.7% | 2.1
O=C(NNc1ccc(C2CCCCC2)cc1)C(O)(c1ccccc1)c1cccs1 (stereo not drawn) | -16.0% | -8.1% | -0.1% | . | 3.7 | -10.8% | 1.2 | ? | -23.9
O=C(c1ccco1)N1CCN(Cc2ccc(Cl)cc2)CC1 | -12.3% | 0.2% | 1.8% | 1.9 | -4.7 | -20.2% | -0.2 | -6.9% | 2.9
Cc1ccc2nc(-c3ccc(Cl)cc3)c(CC3CCCCC3)n2c1 | -9.0% | -23.4% | -5.3% | 2.1 | -1.7 | 1.2% | 2.6 | -9.2% | 10.5
CCOC(=O)c1[nH]c(C)c(/C(O)=C2\C(=O)C(=O)N(CCCN3CCOCC3)C2c2cccnc2)c1C (stereo not drawn) | 1.4% | 11.8% | -9.1% | -0.8 | 2.0 | 0.5% | -0.4 | -2.4% | 14.9
N#CCCn1cc(/C=N/O)c(-c2ccc(F)cc2)n1 | 3.3% | 0.7% | -0.3% | -1.2 | -10.9 | -2.8% | 0.5 | 18.2% | 0.0
Cc1ccc(S(=O)(=O)N2CCOCC2)cc1C(=O)N1CCN(c2ncccn2)CC1 | -4.0% | 1.7% | 0.2% | 10.2 | 6.2 | -5.8% | 0.0 | -1.0% | 0.0
COc1ccc(-c2nnc3ccc(SCC(=O)N4CCN(c5ccccc5)CC4)nn23)cc1 | 1.9% | 7.4% | -21.2% | -25.0 | -6.6 | -1.1% | 0.1 | 3.6% | 28.0
Cc1nc2ccc(S(=O)(=O)NCC(=O)Nc3ccc(F)cc3)cc2s1 | -12.6% | 5.9% | -7.5% | 5.2 | 8.9 | -0.2% | -2.2 | -2.7% | -12.6
CCC(C)Sc1ccc([C@@H]2[C@@H]3C(=O)N(CC)C(=O)[C@@H]3[C@]3(C(=O)OC)CCCCN23)cc1 (stereo partly drawn) | 1.7% | ? | -6.8% | 7.4 | 6.1 | 7.2% | -0.8 | ? | -6.6
COc1ccc(NC(=O)C2CCN(S(=O)(=O)c3ccc4c(c3)NC(=O)C(C)S4)CC2)cc1 (stereo not drawn) | 3.7% | ? | -9.1% | 3.2 | 5.0 | 1.0% | -4.5 | -1.5% | 1.2
CCC1(c2ccccc2)NC(=O)N(CC(=O)Nc2ccc(N3CCOCC3)cc2)C1=O (stereo not drawn) | -3.7% | 22.7% | -2.9% | -2.4 | -1.5 | -5.0% | 1.5 | -1.3% | -9.3
Cc1ccc(/C(O)=C2\C(=O)C(=O)N(C)C2c2cccc([N+](=O)[O-])c2)cc1 (stereo not drawn) | 16.8% | 12.3% | -15.0% | -0.5 | -12.5 | -4.4% | -2.1 | -11.8% | -13.8
N#CC1=C(N)Oc2cc(N)ccc2C1c1ccccc1 (stereo not drawn) | 4.2%[57.1 µM] | ? | 4.2% | -14.5 | -14.6 | 2.1% | -3.5 | -11.7% | -29.8
CN=C1SC(CC(=O)Nc2ccc(C(=O)O)cc2)C(=O)N1C (stereo not drawn) | -1.8% | 7.3% | -12.2% | . | -11.1 | -2.2% | -1.7 | 3.6% | -6.4
CCOC(=O)Nc1ccccc1C(=O)N1CCOCC1 | 2.1% | 10.2% | -21.0% | 6.7 | 1.1 | -8.9% | 3.2 | -9.0% | -7.9
Cc1ccc(S(=O)(=O)Nc2ccc3ccccc3c2[N+](=O)[O-])cc1 | -35.7% | ? | 29.9µM* | 0.3 | -1.7 | 11.0% | 0.6 | -12.9% | -18.2
Cc1nc2ccc(NS(=O)(=O)c3ccc(F)c(C)c3)cc2[nH]1 | 7.8% | -15.6% | 1.3% | 0.8 | 4.9 | -1.9% | -0.4 | -27.0% | 69.5
CCC(C)c1ccccc1NC(=O)C(C)OC(=O)CN1C(=O)NC(C)(C)C1=O (stereo not drawn) | 1.8% | 5.1% | -2.7% | -0.4 | 2.5 | 0.6% | -4.4 | -2.7% | 7.0
O=S(=O)(Oc1ccc(Cl)cc1)c1cccc2cccnc12 | ? | ? | -5.7% | 2.0 | -4.9 | 9.0% | -2.5 | -1.2% | -27.0
Cc1onc(-c2c(Cl)cccc2Cl)c1/C(N)=N/OC(=O)C(C)(C)C | -23.3% | ? | -4.2% | -0.9 | 36.1* | 3.1% | -0.3 | 1.8% | -11.6
CC1=C(C(=O)OCc2ccccc2)C(c2ccccc2)NC(=O)N1CCCC(=O)O (stereo not drawn) | -3.3% | -0.2% | -1.5% | -76.6* | 5.6 | -6.1% | -3.3 | 6.5% | -19.7
COc1ccc(-c2cc(NC=O)c3ncc(-c4cccc(C(F)(F)F)c4)n3c2)c(OC)c1 | -13.0% | ? | -2.6% | -16.6 | -8.5 | 5.2% | -0.8 | -24.7% | -24.1
COc1cc(CN2CCN(CCCc3ccccc3)CC2CCO)cc(OC)c1 (stereo not drawn) | 9.9% | ? | -23.7% | 5.4 | -18.5 | -6.1% | -1.9 | -8.3% | ?
CCCN(CCC)S(=O)(=O)c1ccc(C(=O)O)cc1 | 4.5% | 7.9% | -10.7% | 3.4 | 11.9&9.0 | -1.8%&0.3% | 0.1 | 5.2% | 2.7
O=C(Nc1ccccc1C(F)(F)F)c1ccccn1 | 0.2% | 16.3% | -6.3% | 3.8 | 1.8 | 1.1% | 0.6 | 14.7% | 3.9
COc1ccc(N2CCN(C(=O)CCS(=O)(=O)c3cccc4nsnc34)CC2)cc1 | 2.7% | 11.8% | -12.0% | -0.2 | -4.2 | -0.5% | 0.2 | 11.7% | 0.4
COc1cccc(CNC(=O)c2ccccc2SCC(=O)N2CCCC2)c1 | ? | -22.2% | -21.0% | -5.4 | -5.6 | -10.5% | 1.7 | -5.3% | -11.3
COc1cc(/C=C2\SC(=O)N(c3ccc(O)cc3)C2=O)cc(OC)c1OC | -3.8% | 8.4% | -2.5% | -0.6 | 20.6 | 16.2% | -1.2 | 2.5% | 20.0
Cc1ccc(C2CC(C(F)(F)F)n3nc(C(=O)Nc4c(C)n(C)n(-c5ccccc5)c4=O)cc3N2)cc1 (stereo not drawn) | -19.7% | ? | ? | -16.5 | -3.4 | 1.7% | -0.6 | 9.0% | -7.0
COc1cccc(-c2nc(NCc3cccnc3)c3ccccc3n2)c1O | ? | 18.1% | -10.2% | -1.5 | -6.6 | 21.7% | -0.1 | -13.2% | 10.6
CC(=O)N1CCN(C2=Nc3cccc4cccc2c34)CC1 | 1.7%[57.1 µM] | 32.9%[activator] | -17.7% | . | 11.1 | 1.9% | -0.5 | 177.7%[activator] | 2.7
COc1ccc(C2C3=C(CCCC3=O)Nc3nc(C(F)(F)F)nn32)c(OC)c1OC (stereo not drawn) | 4.3% | -12.2% | 2.9% | -3.0 | 4.6 | -1.9% | -0.3 | -12.7% | 9.6
Cc1nc(NC(=O)C(C)(C)C)sc1C(=O)Cn1cc(CCc2ccccc2)nn1 | -0.1% | -5.0% | -9.4% | 0.0 | 9.0 | -4.7% | -0.5 | 0.9% | 3.3
CC(=O)Nc1ccc(/C=N/NC(=S)NC(C)C)cc1 | 1.7% | 30.4% | -3.9% | -3.9 | -4.6 | 5.7% | -0.6 | 8.6% | 2.1

Four compounds already listed, sorted by length of the SMILES, rising.
SMILES | WRN helicase inh | GLP-1R inv ag | PLK1 PBD block | PI5P4Ka inh | D3 ag | GLP-1R agonist | IL2 activator | GLP1R cytotox | DRD3 antagonist
CC(=O)Nc1ccc(/C=N/NC(=S)NC(C)C)cc1 | 1.7% | 30.4% | -3.9% | -3.9 | -4.6 | 5.7% | -0.6 | 8.6% | 2.1
Cc1nc(NC(=O)C(C)(C)C)sc1C(=O)Cn1cc(CCc2ccccc2)nn1 | -0.1% | -5.0% | -9.4% | 0.0 | 9.0 | -4.7% | -0.5 | 0.9% | 3.3
COc1ccc(C2C3=C(CCCC3=O)Nc3nc(C(F)(F)F)nn32)c(OC)c1OC (stereo not drawn) | 4.3% | -12.2% | 2.9% | -3.0 | 4.6 | -1.9% | -0.3 | -12.7% | 9.6
Cc1ccc(C2CC(C(F)(F)F)n3nc(C(=O)Nc4c(C)n(C)n(-c5ccccc5)c4=O)cc3N2)cc1 (stereo not drawn) | -19.7% | ? | ? | -16.5 | -3.4 | 1.7% | -0.6 | 9.0% | -7.0
